hIAP activ: human IAP activation; purified human IAP, CDP-Star luminescence, 30 min; stronger effect = higher value; 1 = vehicle-only enzyme, 0 = enzyme-free background; AID 2524; activation factor at 10 µM; 0.16% of 330,000 active; P09923;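 active means activation factor of the enzyme at least 2-fold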; further: the source names both 10 and 20 µM as test concentration; values of inactives mirror those of a sister screen read the other way
mIAP inh: blocks mouse intestinal alkaline phosphatase. inhibition, % at 10 µM. purified mouse IAP, CDP-Star luminescence, 30 min. AID 2806. 0.2% of 330,000 active;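 active means inhibition of at least 40% at 10 µM in the primary screen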;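 further: plate controls were DMSO with enzyme for no effect and no enzyme wells for full effect; values of inactives mirror those of a sister screen read the other way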
Apaf1 inhib: inhibitors of human Apaf-1 apoptosome. O14727. reconstituted apoptosome caspase-3 activity, DEVD-Rh110 fluorescence. inhibition, % at 20 µM. 0.71% of 330,000 active. AID 489030; active means inhibition of at least 40% at 20 µM;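 further: plate controls were DMSO wells for no effect and DEVD-CHO caspase inhibitor wells for full effect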
Target sequence (O14727 whole entry, looked up): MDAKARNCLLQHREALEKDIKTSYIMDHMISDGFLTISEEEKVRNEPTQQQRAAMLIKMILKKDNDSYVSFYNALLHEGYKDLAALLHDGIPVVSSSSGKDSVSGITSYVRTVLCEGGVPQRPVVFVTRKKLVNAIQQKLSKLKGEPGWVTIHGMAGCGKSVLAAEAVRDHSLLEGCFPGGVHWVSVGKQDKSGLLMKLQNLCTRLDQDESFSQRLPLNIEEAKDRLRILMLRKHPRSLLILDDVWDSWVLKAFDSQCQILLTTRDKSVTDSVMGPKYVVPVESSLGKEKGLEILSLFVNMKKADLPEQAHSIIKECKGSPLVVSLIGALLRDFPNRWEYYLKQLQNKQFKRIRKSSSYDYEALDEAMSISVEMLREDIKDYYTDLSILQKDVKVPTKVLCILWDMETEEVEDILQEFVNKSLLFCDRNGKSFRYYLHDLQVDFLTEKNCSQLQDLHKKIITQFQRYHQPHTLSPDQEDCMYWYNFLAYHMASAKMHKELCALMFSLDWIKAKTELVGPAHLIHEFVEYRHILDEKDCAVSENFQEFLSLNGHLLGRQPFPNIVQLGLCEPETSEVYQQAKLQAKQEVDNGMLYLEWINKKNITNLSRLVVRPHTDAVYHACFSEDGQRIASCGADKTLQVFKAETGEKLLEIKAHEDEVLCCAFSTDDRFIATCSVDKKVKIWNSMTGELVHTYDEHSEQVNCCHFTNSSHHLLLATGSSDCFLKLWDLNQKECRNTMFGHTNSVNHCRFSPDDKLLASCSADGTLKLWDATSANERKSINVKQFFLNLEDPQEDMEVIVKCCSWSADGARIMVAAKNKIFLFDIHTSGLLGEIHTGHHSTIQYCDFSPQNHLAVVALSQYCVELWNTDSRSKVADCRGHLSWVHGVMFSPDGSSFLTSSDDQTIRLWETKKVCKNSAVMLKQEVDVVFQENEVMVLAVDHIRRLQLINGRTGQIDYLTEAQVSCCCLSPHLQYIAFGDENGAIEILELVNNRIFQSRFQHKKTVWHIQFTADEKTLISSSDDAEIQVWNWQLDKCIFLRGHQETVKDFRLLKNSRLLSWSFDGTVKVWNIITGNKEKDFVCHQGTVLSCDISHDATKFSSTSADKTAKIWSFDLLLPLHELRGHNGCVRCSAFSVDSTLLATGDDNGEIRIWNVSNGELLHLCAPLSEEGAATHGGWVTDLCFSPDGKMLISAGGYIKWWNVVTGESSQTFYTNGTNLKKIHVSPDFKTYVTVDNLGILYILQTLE
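Material: reconstituted apoptosome with Apaf-1, cytochrome c, caspase-9, procaspase-3, dATP / Buffer or medium: pH 7.5 Hepes buffer with CHAPS, BSA, DTT / Also added: cytochrome c with DEVD-Rh110 / Schedule: compound with Apaf-1, dATP, procaspase-3 30 min, then 50 min reaction, room temperature / Technique: rhodamine 110 fluorescence at Ex 480/Em 540 nm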
hIAP block: blocks human intestinal alkaline phosphatase; P09923; purified IAP, CDP-Star luminescence, 30 min; inhibition, % at 10 µM; 0.12% of 330,000 active; AID 2544;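 active means inhibition reaching a set limit with compound at 10 µM in the primary screen, cut at about 35% in these data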;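 further: plate controls were DMSO wells with enzyme for no effect and no-enzyme buffer wells for full effect; values of inactives mirror those of a sister screen read the other way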
ATG4B inhibitor: ATG4B (human) cysteine protease inhibition | Q9Y4P1 | ATG4B cleavage of LC3-PLA2, NBD-HPC fluorescence, 1 h | inhibition, % at 8.33 µM | 0.51% of 340,000 active; in the data active means inhibition above about 40%
tim10-1 inh: tim10-1 yeast growth inhibition; S. cerevisiae tim10-1 ts strain growth, BacTiter-Glo, 24 h; inhibition, % at 20 µM; 2.2% of 330,000 active; AID 463190;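 active means inhibition of at least 40%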;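 further: mutant grown at 25 °C; 0% = DMSO wells with yeast and 100% = wells holding no yeast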
mIAP act: mouse IAP activation; muIAP, CDP-Star luminescence, 30 min; stronger effect = higher value; 1 = vehicle-only enzyme signal, 0 = enzyme-free wells; activation factor at 10 µM; 0.24% of 330,000 active; AID 2805;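 active means activation factor of at least 2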; further: the source names both 10 and 20 µM as test concentration; values of inactives mirror those of a sister screen read the other way
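also added = chemiluminescent substrate CDP-Star | test system = mouse IAP enzyme | signal = chemiluminescence readout | compound = DMSO-dissolved test compounds | incubation = 30 min at room temperature | benchmarks = DMSO wells, no-enzyme wells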
TIM10 inh: growth inhibitors of TIM10 yeast strain | inhibition, % at 10 µM | 1.4% of 330,000 active | S. cerevisiae TIM10 strain growth, BacTiter-Glo luminescence, 24 h;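 active means inhibition of 40% or more at the single tested concentration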;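 further: wild-type TIM10 isogenic control strain grown at permissive 25 °C; 0% = DMSO yeast wells and 100% = minimal medium wells without yeast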
NALP3 yeast inh: NALP3 inhibition in yeast; 0.39% of 330,000 active; inhibition, % at 10 µM; AID 2825; Yeast reconstituted NLRP3/ASC/caspase-1, beta-gal luminescence, 24 h;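 active means inhibition of 50% or more; inactive means inhibition below 50%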;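 further: plate controls were induced DMSO wells for no effect and uninduced yeast grown without galactose for full effect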
* = called active by the depositor; x = no result given.

SMILES | hIAP activ | mIAP inh | Apaf1 inhib | hIAP block | ATG4B inhibitor | tim10-1 inh | mIAP act | TIM10 inh | NALP3 yeast inh
O=C(Nc1nc(-c2ccc3c(c2)OCO3)cs1)C1COc2ccccc2O1 (centres undefined) | 0.92 | -18 | 17 | 8 | 2 | 36 | 1.2 | 31 | 18
Cc1cc(C)c2oc(C(=O)Nc3nnc(C(C)C)s3)cc(=O)c2c1 | 1.3 | 0 | 17 | -32 | -19 | 17 | 1 | 15 | 6
COc1ccc(S(=O)(=O)N2CCN(CC(=O)Nc3ccccc3OC)CC2)cc1 | 1.2 | -2 | 2 | -19 | 0 | -9 | 1 | -7 | 18
C=CCN(c1cccc(C(F)(F)F)c1)S(=O)(=O)c1cccc(C(=O)OCC(=O)NC)c1 | 1.2 | 0 | 3 | -19 | 2 | -11 | 0.99 | 6 | 28
Cc1ccc(Cn2c(=N)n(CC(O)COc3ccccc3)c3ccccc32)cc1 (centres undefined) | 1.3 | -12 | 30 | -26 | -3 | 6 | 1.1 | 19 | 6
CCN1CCCC1CNC(=O)c1cc(N)ccc1OC (centres undefined) | 1.1 | -3 | 1 | -11 | -3 | 14 | 1 | 0 | 17
Cc1sc(N)nc1C12CC3CC(CC(C3)C1)C2 | 1.1 | 4 | 10 | -12 | 14 | 46* | 0.96 | 20 | 27
COc1ccc2c(c1)C1(Nc3ccccc3C(=O)N1c1ccccc1)C(=O)N2 (centres undefined) | 1.1 | 5 | -13 | -10 | -7 | 9 | 0.95 | 10 | 6
Cc1ccc(S(=O)(=O)N2CCCCC2CCNC(=O)C(=O)NCCc2ccco2)cc1 (centres undefined) | 1 | 7 | 6 | -1 | -13 | 24 | 0.93 | -17 | 25
Cc1nn(C)c(C(=O)Nc2ccc(Cl)c([N+](=O)[O-])c2)c1Cl | 0.94 | 6 | 1 | 6 | 5 | 15 | 0.94 | 8 | 5
COc1ccc(C(=O)O/N=C2\CCCc3nonc32)cc1 | 1.1 | 2 | 3 | -9 | -3 | 16 | 0.98 | 4 | 12
Cc1cc(C)nc(NS(=O)(=O)c2ccc(NC(=O)c3ccc(S(=O)(=O)N4CC(C)OC(C)C4)cc3)cc2)n1 (centres undefined) | 0.93 | 15 | 5 | 7 | -3 | 8 | 0.85 | 9 | 12
CCOC(=O)C1=C(N)N(c2ccc(N3CCCCC3)cc2)C(=O)C1 | 0.84 | 11 | 4 | 16 | -1 | 14 | 0.89 | 0 | 7
COc1ccc(C(=O)NCCc2nnc3ccc(SCC(=O)N4CCCCC4)nn23)cc1 | 1.1 | 5 | -8 | -13 | -11 | -15 | 0.95 | 5 | 18
CN(C)Cc1c(-c2ccc(Cl)cc2)nc2ccccn12 | 0.86 | 6 | -1 | 14 | -3 | -13 | 0.94 | -6 | 9
CCCN1C(=O)c2ccccc2NC1c1cc(OC)c(OC)c(OC)c1 (centres undefined) | 1.1 | 8 | 2 | -13 | -15 | 10 | 0.92 | 7 | -9
CC(C)n1cnc2c(NCc3ccccc3)cc(N[C@@H](CO)Cc3ccccc3)cc21 | 0.98 | 11 | 94* | 2 | x | 15 | 0.89 | 9 | 28
Cc1c(S(=O)(=O)N2CCCC(C(=O)O)C2)cnn1C (centres undefined) | 1.2 | 9 | -7 | -17 | -6 | -6 | 0.91 | 18 | 9
COc1ccc(NC(=O)c2ccc(COCC(F)(F)F)cc2)cc1OC | 1.2 | -7 | 2 | -18 | -6 | 7 | 1.1 | 6 | 6
COCCCNC(=O)CC1Oc2ccccc2NC1=O (centres undefined) | 0.93 | -8 | 0 | 7 | -4 | 8 | 1.1 | 3 | 4
CCOC(=O)C(NC(C)=O)C(=O)Nc1ccc(C(C)C)cc1 (centres undefined) | 0.86 | 7 | -9 | 14 | 0 | 7 | 0.93 | 11 | -2
CCOC(=O)N1CCN(C(=O)CSc2cc(C)nc3c(-c4ccccc4OC)c(C)nn23)CC1 | 0.89 | -1 | -2 | 11 | 0 | 4 | 1 | 2 | 12
COc1ccc(S(=O)(=O)N2CCOCC2)cc1NC(=O)COc1ccc2c(C)cc(=O)oc2c1 | 0.96 | -1 | 11 | 4 | -63 | -10 | 1 | -11 | 10
O=C(CCS(=O)(=O)c1ccc2c(c1)NC(=O)CS2)NCc1ccccc1Cl | 0.97 | -2 | 13 | 3 | -2 | -6 | 1 | -8 | 4
Nc1cc(-c2ccc(Br)cc2)nc2cc(-c3ccccc3)nn12 | 1 | -1 | 4 | 0 | 7 | 4 | 1 | -6 | 25
Cc1ccc(NC(=O)Nc2cc(C(F)(F)F)c[nH]c2=O)cc1 | 0.93 | 11 | 10 | 7 | -1 | -20 | 0.89 | 9 | 9
O=C(O)c1ccccc1C(=O)OCc1ccccc1 | 0.95 | 7 | -5 | 5 | 1 | 0 | 0.93 | -2 | 3
COc1ccc(C(=O)N/C(=C\c2cn(S(=O)(=O)N(C)C)c3ccccc23)C(=O)NCCN2CCOCC2)cc1 | 1 | 6 | 3 | -2 | -10 | 18 | 0.94 | -2 | 12
CCOc1ccc(-n2nnnc2SCC(=O)N2CCOCC2)cc1 | 1.2 | 1 | -6 | -21 | -1 | -6 | 0.99 | -21 | 3
OC(CNCCNc1ncccc1C(F)(F)F)Cn1ccc2ccccc21 (centres undefined) | 1.1 | -2 | 6 | -10 | -10 | -5 | 1 | -12 | -3

By substructure, the entries above containing a Cl atom (three)
SMILES | hIAP activ | mIAP inh | Apaf1 inhib | hIAP block | ATG4B inhibitor | tim10-1 inh | mIAP act | TIM10 inh | NALP3 yeast inh
Cc1nn(C)c(C(=O)Nc2ccc(Cl)c([N+](=O)[O-])c2)c1Cl | 0.94 | 6 | 1 | 6 | 5 | 15 | 0.94 | 8 | 5
CN(C)Cc1c(-c2ccc(Cl)cc2)nc2ccccn12 | 0.86 | 6 | -1 | 14 | -3 | -13 | 0.94 | -6 | 9
O=C(CCS(=O)(=O)c1ccc2c(c1)NC(=O)CS2)NCc1ccccc1Cl | 0.97 | -2 | 13 | 3 | -2 | -6 | 1 | -8 | 4

Other records follow.
SMILES | hIAP activ | mIAP inh | Apaf1 inhib | hIAP block | ATG4B inhibitor | tim10-1 inh | mIAP act | TIM10 inh | NALP3 yeast inh
Cn1cnc(S(=O)(=O)NC2CCN(Cc3c(F)cccc3Cl)CC2)c1 | 1.1 | 5 | 5 | -12 | -4 | 0 | 0.95 | 5 | 1
Cc1ccc(C2OC(=O)C=C2c2ccccc2)cc1 (centres undefined) | 0.94 | 6 | -2 | 6 | -7 | 11 | 0.94 | 12 | -13
Cc1ccc(-c2nc(CSCC(=O)NCC3CCCO3)c(C)o2)cc1 (centres undefined) | 0.89 | 5 | 5 | 11 | -6 | 12 | 0.95 | 5 | 2
COC(=O)c1ccc(CSC2=NC[C@@H]3[C@@H]4C(=O)N(Cc5ccccc5)C(=O)[C@@H]4[C@](C)(C(=O)OC)N23)cc1 | x | -2 | 18 | x | -11 | 22 | 1 | 5 | x
CN(C)S(=O)(=O)n1cc(/C=C(\NC(=O)c2ccccc2)C(=O)NCCN2CCOCC2)c2ccccc21 | 0.97 | -4 | 0 | 3 | -7 | -6 | 1 | -4 | 7
Cc1ccc(CN(C(=O)c2ccc([N+](=O)[O-])cc2)C2CCS(=O)(=O)C2)o1 (centres undefined) | 0.78 | 8 | -11 | 22 | -7 | 17 | 0.92 | -8 | 16
COc1ccccc1NC(=S)N(CCc1nc2cc(C)c(C)cc2[nH]1)Cc1cccnc1 | 1.2 | -32 | -2 | -18 | -17 | -23 | 1.3 | -20 | 4
CCCCc1nnc(NC(=O)CSc2nc(C)cc(=O)[nH]2)s1 | 0.91 | 6 | 1 | 9 | -4 | 10 | 0.94 | -14 | 0
Cc1cc(C(=O)NNC(=S)NC(C)c2ccccc2)c2ccccc2n1 (centres undefined) | 1.9 | -2 | 0 | -89 | -14 | 33 | 1 | 17 | 17
O=C1C(=O)N(CCN2CCOCC2)C(c2cccnc2)/C1=C(/O)c1ccccc1 (centres undefined) | 1.2 | -8 | -14 | -19 | x | -3 | 1.1 | -3 | -9
Cc1ccc(CNC(=O)C(=O)NCC2CCCN2S(=O)(=O)c2cc(C)ccc2C)cc1 (centres undefined) | 1 | 4 | 16 | -4 | -1 | 17 | 0.96 | 6 | 15
CCOC(=O)c1ccc(S(=O)(=O)N2CCN(C3CC(=O)N(c4ccccc4C(F)(F)F)C3=O)CC2)cc1 (centres undefined) | 1.1 | 11 | 16 | -8 | -6 | -9 | 0.89 | 5 | 19
Cc1cc(NC(=O)C2CC=CCC2C(=O)O)ccc1NC(=O)c1ccccc1 (centres undefined) | 1.3 | 1 | -4 | -25 | -4 | -13 | 0.99 | -6 | 1
Cc1ccc(S(=O)(=O)CCC(=O)Nc2ccccc2Br)cc1 | 1.1 | 0 | -1 | -8 | 0 | 13 | 1 | 0 | 24
CN(C)CCCNc1nc(-c2ccccc2)c2c(c1C#N)CC(C)(C)OC2 | 0.92 | 2 | -24 | 8 | -6 | 2 | 0.98 | -6 | -3
CC(C)(C)c1cnnn1-c1ccc(-c2csc(N)n2)cc1 | 1.1 | -14 | -3 | -14 | -15 | 0 | 1.1 | 15 | -5
Cc1ccc(-n2nnc(-c3nccs3)n2)cc1 | 0.95 | 0 | 0 | 5 | 5 | -1 | 1 | -1 | 37
Cn1c(C(=O)OC(C(=O)NCc2ccco2)c2ccncc2)cc2sccc21 (centres undefined) | 1.1 | 1 | 8 | -10 | -16 | -2 | 0.99 | 17 | 7
O=C(COc1ccccc1)OCc1cc(-c2ccco2)on1 | 0.97 | 2 | -3 | 3 | -20 | 11 | 0.98 | 10 | 5
CC(C)c1ccc(NC2CCCN(C(=O)CCn3cnnn3)C2)cc1 (centres undefined) | 1 | 3 | 5 | 0 | 6 | -5 | 0.97 | 6 | 11
Oc1ccc(NCc2cccs2)cc1 | 0.88 | 3 | 31 | 12 | 1 | 7 | 0.97 | -6 | 16
O=S(=O)(/N=C(/c1ccc(Cl)cc1)N1CCOCC1)c1ccc(Cl)cc1 | 0.83 | 1 | -10 | 17 | 8 | -3 | 0.99 | 1 | 8
CC(=O)N1N=C(c2cccc([N+](=O)[O-])c2)OC1(C)c1cccs1 (centres undefined) | 0.96 | -5 | 14 | 4 | -2 | 25 | 1 | -15 | 12
Cc1cccc2cc3cccc(C)c3nc12 | 0.99 | 5 | 4 | 1 | -5 | 26 | 0.95 | 6 | 11
Cc1ccc(-c2nnc(-c3ccc(NC(=O)c4cccs4)cc3)o2)cc1 | 0.8 | 17 | -3 | 20 | -2 | -16 | 0.83 | -10 | 1
CN1CCN(CC(=O)Nc2nc3c(s2)CCCC3)CC1 | 1.3 | 4 | -13 | -26 | 0 | 6 | 0.96 | 36 | 4
CCOC(=O)C1CCCN(C(=O)COc2ccc(S(=O)(=O)N(CC)c3ccccc3)cc2)C1 (centres undefined) | 1.1 | -16 | 5 | -8 | -5 | 8 | 1.2 | 2 | -11
CCCCNC(=O)CN1C(=O)NC2NC(=O)NC21 (centres undefined) | 1.1 | 7 | -1 | -8 | -6 | -6 | 0.93 | -7 | 5
O=C(O)CCSc1nnc(-c2ccccc2)n1-c1ccccc1 | 1 | 5 | -1 | -3 | -4 | 20 | 0.95 | 9 | 0

Assay outcomes deposited in PubChem BioAssay by Sanford-Burnham Center for Chemical Genomics.
